Assay outcomes deposited in PubChem by National Center for Advancing Translational Sciences (NCATS).
RORgamma inh: blocks mouse ROR gamma transcriptional activity | Potency, µM (doses to about 53.6 µM), for the others: at the top dose activity change, negative = inhibition, most hits filed as inhibitors | P51450 | Drosophila S2 Gal4-RORgamma UAS-luciferase reporter, 20 h | AID 2551 | actives 5.4% (n = 310,000); further: potency means the concentration at half of the fitted maximal effect; on the % scale 0 is the no-effect control and ±100 the full control effect; nearly all actives have a fitted effect of over 60% in size
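ROR gamma transcriptional activity was tracked as Gal4-UAS luciferase output in stably transfected Drosophila Schneider cells, with compound added 1 hr before 700 uM copper sulfate induction and a 20 hr ambient-temperature incubation.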
Giardia kill: Giardia lamblia killing; Giardia lamblia trophozoite viability; activity change, % at 7.66 µM, hits read low; actives 0.15% (n = 340,000); in the data active means activity change below about -80%; inconclusive means between about -30% and that limit;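 further: parasites exposed to compound for two days anaerobically before the ATP read; on the % scale 0 is the no-effect control and ±100 the full control effect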
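Anaerobic 48 hrs incubation at 37 deg C of 100 trophozoites/well with test compounds; ATPLite 1-Step luminescence, 15-30 min RT, reports cellular ATP as viability.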
uPA surface inh: inhibitors of cell surface uPA generation | cell surface uPA generation assay, qHTS | AID 540303 | actives 0.31% (n = 330,000) | Potency, µM (doses to about 38.3 µM), for inactives: at the highest dose activity change, negative = inhibition, most hits filed as inhibitors; active means well fitted inhibition curve with a large enough effect; inconclusive means small, poorly fitted or top-dose-only effect; inactive means no such curve, though single readings can be large or run the other way; tested in mouse RAW 264.7 cells; further: potency means the concentration at half of the fitted maximal effect; on the % scale 0 is the no-effect control and ±100 the full control effect; nearly all actives have a fitted effect of over 55% in size
FBPA coupling cs: coupling enzyme interference in Giardia aldolase counter-screen; coupling enzyme system counterscreen, AmpLite Red fluorescence; activity change, negative = inhibition, % at 58.2 µM, hits read low; actives 0.67% (n = 290,000); AID 2472; in the data active means activity change below about -30%; further: on the % scale 0 is the no-effect control and ±100 the full control effect
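First, compound is pin-transferred into glyceraldehyde-3-phosphate coupling-enzyme reagent at 57.5 uM final and held 10 min at RT. Next, substrate, coupling system and AmpLite Red are added. After 20 min RT, fluorescence (525/598 nm) is read.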
NPC1 promoter act: NPC1 promoter activation; Huh7 NPC1 promoter luciferase reporter, 24 h; Potency, µM (series often up to 9.22 µM), without a hit: top-dose activation, most hits filed as activators; actives 2.4% (n = 320,000); AID 485313;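 further: potency means the concentration at half of the fitted maximal effect; % of control where 0% means no effect; nearly all actives have a fitted effect of over 60% in size; reporter is driven by a mutant NPC1 promoter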
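Stably transfected Huh7 (NPC1 promoter→luciferase), 1500 cells/well in Opti-MEM + 10% FBS, 2 h settle, then compound 24 h at 37 °C. Luminescence after 10 min with Amplite reagent.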
Gal4-VP16 FLuc: inhibits Gal4-VP16 luciferase reporter, ROR gamma counter-screen. actives 3.5% (n = 310,000). Potency, µM (titrated, usually from 53.6 µM), inactives show at the highest dose activity, negative = inhibition, most hits filed as inhibitors. Drosophila S2 Gal4-VP16 UAS-luciferase, luminescence, 20 h;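 further: Gal4-VP16 expression switched on by copper sulfate through the metallothionein promoter; potency means the concentration at half of the fitted maximal effect; on the % scale 0 is the no-effect control and ±100 the full control effect; nearly all actives have a fitted effect of over 50% in size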
ELG1 genotoxic: inducers of genotoxicity in HEK293T ELG1-luciferase cells; HEK293T ELG1-luciferase reporter, luminescence, 16 h; Potency, µM (series often up to 46 µM), without a hit: top-dose activity change, positive = activation, usual class: activators; actives 1.3% (n = 330,000); AID 504466; further: potency means the concentration at half of the fitted maximal effect; % of control where 0% means no effect; nearly all actives have a fitted effect of over 60% in size
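Quantitative HTS format in 1536-well plates. HEK293T ELG1-luciferase reporter cells receive test compound and are incubated 16 hr at 37 °C, 5% CO2; ONE-Glo added, 30 min room temperature, then luminescence read.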
Rab9 promoter act: Rab9 promoter activation. Huh7 Rab9 promoter-luciferase reporter, luminescence, 24 h. Potency, µM (doses to about 9.22 µM), inactives show at the top dose activation, negative = inhibition, hits mostly activators. actives 2.8% (n = 320,000). AID 485297; further: potency means the concentration at half of the fitted maximal effect; % of control where 0% means no effect; nearly all actives have a fitted effect of over 60% in size
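Huh7 cells stably carrying Rab9 promoter–luciferase reporter, plated 1500 cells/well, compound added after 2 h and incubated 24 h at 37 °C; luciferase luminescence then read after 10 min with detection reagent.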
FLuc counter: counter-screen for miR-21 project: firefly luciferase inhibitors or activators | Potency, µM (titrated, usually from 57.5 µM), for inactives: top-dose activity change, negative = inhibition, usual class: inhibitors | actives 6.9% (n = 360,000) | purified FLuc, Km substrates, luminescence inhibition;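 further: potency means the concentration at half of the fitted maximal effect; plate controls were vehicle for no effect and reference inhibitor for full effect; nearly all actives have a fitted effect of over 55% in size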
Target sequence (P08659 whole entry, looked up): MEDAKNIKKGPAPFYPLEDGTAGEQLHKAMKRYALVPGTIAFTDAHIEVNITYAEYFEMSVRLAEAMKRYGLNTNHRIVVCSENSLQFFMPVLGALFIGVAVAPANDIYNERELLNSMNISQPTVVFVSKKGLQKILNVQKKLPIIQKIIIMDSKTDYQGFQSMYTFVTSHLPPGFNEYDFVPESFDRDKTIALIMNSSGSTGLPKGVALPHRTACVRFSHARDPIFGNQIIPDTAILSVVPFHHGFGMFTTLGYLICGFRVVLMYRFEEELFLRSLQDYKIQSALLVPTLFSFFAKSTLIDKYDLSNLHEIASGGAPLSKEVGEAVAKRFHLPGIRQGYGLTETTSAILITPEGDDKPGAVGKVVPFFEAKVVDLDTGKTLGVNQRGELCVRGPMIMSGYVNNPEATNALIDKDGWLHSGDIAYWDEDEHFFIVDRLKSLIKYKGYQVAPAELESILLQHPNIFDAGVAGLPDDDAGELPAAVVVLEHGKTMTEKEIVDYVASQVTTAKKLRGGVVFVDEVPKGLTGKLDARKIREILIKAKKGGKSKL
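Purified P. pyralis luciferase (10nM final) with 10uM D-luciferin and 10uM ATP (Km levels) in 50mM Tris acetate pH 7.5, 10mM Mg acetate, 0.01% Tween-20, 0.05% BSA; qHTS 6-point titration, ~60 µM downward; luminescence read.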
KCNH2 3.1 inh: KCNH2 3.1 (human) potassium channel inhibition. U2OS KCNH2 3.1, thallium flux FluxOr; active compounds read low. activity change, % (tested at about 1.8 µM). actives 0.95% (n = 340,000);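 active means maximum activity change below -70%; inconclusive means maximum activity change from -70% to -50%; inactive means maximum activity change above -50%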;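 further: thallium influx rate constant from kinetic fluorescence after stimulation buffer; on the % scale 0 is the no-effect control and ±100 the full control effect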
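FluxOr-based Tl+ influx in U2OS cells transduced with KCNH2 3.1 virus; rate constants normalized to DMSO controls.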
Tb PFK inh: blocks T. brucei phosphofructokinase. O15648. T. brucei PFK, ADP-Glo luminescence. Potency, µM (series often up to 57.5 µM), without a hit: at the top dose activity, negative = inhibition, hits mostly inhibitors. actives 0.17% (n = 330,000). AID 485367;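 further: potency means the concentration at half of the fitted maximal effect; 0% = uninhibited 1x PFK enzyme wells and -100% = no-enzyme wells; nearly all actives have a fitted effect of over 60% in size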
Target sequence (O15648 whole entry, looked up): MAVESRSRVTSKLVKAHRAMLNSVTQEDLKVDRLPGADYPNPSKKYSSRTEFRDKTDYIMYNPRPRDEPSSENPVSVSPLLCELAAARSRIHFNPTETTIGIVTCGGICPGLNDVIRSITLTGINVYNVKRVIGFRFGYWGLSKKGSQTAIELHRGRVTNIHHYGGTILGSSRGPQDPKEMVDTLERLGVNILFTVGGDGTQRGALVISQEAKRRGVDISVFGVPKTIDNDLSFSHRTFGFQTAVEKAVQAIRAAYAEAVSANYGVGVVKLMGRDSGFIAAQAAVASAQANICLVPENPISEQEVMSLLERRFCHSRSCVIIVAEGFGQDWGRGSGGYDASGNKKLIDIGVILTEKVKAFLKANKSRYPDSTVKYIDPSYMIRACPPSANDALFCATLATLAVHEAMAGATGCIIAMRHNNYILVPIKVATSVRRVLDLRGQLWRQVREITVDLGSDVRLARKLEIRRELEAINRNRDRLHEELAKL
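1.25 nM PFK with 0.5 mM F6P and 0.1 mM ATP in 0.1 M TEA pH 8.0, 5 mM MgCl2, incubated 45 min at room temperature; ADP measured by ADP-Glo luminescence; compounds titrated up to 57 uM.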
Numbers without * were called inactive; u = inconclusive; x = no result given; & = joins results of further samples; [ ] = dose if it differs, or a comment. Unless noted, the call rests on the fitted dose curve; in most records, active means well fitted curve in the direction sought with a large enough effect; inconclusive means small, poorly fitted or top-dose-only effect, or another doubt; inactive means no such curve, though single readings can be large; an effect the other way counts as inactive or inconclusive.

Structure	RORgamma inh	Giardia kill	uPA surface inh	FBPA coupling cs	NPC1 promoter act	Gal4-VP16 FLuc	ELG1 genotoxic	Rab9 promoter act	FLuc counter	KCNH2 3.1 inh	Tb PFK inh
Cc1csc2c(=O)[nH]cnc12	-11%	16	4%	5	-4%	-5%	-2%	4%	0%	-8	1%
CSCCOC(=O)COc1ccc(/C=N/NC(=O)c2nn(C)cc2Cl)cc1	12%	-10	-1%	3	-5%	2%	3%	-7%	13µM*	-5	1%
CC(/C=C/c1ccccc1F)=N\NC(=O)c1cccc(F)c1	0.89µM*	-4	-15%	-2	30%	5µM*	8%	u	u	18	-2%
CCc1ccc(C(=O)c2cnc3ccc(OC)cc3c2N2CCN(CC)CC2)cc1	6%	-17	-6%	1	-4%	-15%	0%	2%	-1%	-20	-3%
NC(=O)C1CCN(C2=C(NS(=O)(=O)c3ccc(Br)cc3)C(=O)c3ccccc3C2=O)CC1	-27%	3	-5%	-32*	-1%	-13%	-6%	0%	-13%	3	-21%
CCOc1ccc(S(=O)(=O)n2cnc3ccccc32)cc1	4%	-19	-1%	5	2%	3%	1%	-1%	4%	-15	1%
C=CCN1C(=O)c2ccc(C(=O)N3CCN(c4ccccc4OC)CC3)cc2C1=O	x	4	9%	x	-1%	x	-1%	-4%	7%	2	-2%
Cc1cc(-c2ccccc2)nc2[n+]1CCN2C	-2%	-5	-6%	1	-5%	0%	-6%	-10%	1%	-3	-1%
Cc1cc(C)c(NC(=O)CNC(=O)c2ccc(-n3cncn3)c([N+](=O)[O-])c2)c(C)c1	x	-11	5%	x	-5%	x	-2%	-2%	-1%	-20	6%
CC(C)OC(=O)C1C2C=CC3(CN(C(C)c4ccc(Br)cc4)C(=O)C13)O2 (stereo not given)	38%	-18	-7%	-2	-1%	3%	0%	-3%	6%	25	6%
COc1cccc(CNC(=O)c2ccccc2-c2ccccc2)c1	u	3	-10%	x	-2%	-2%	-6%	-1%	-12%	-1	0%
Oc1ccc(/C=N/Nc2ccc(C(F)(F)F)cn2)c(O)c1	u	x	x	1	-21%	-27%	u	12%	12µM*	x	-1%
Cc1ccc(CSc2nnc(SCC(=O)N/N=C/c3ccccc3OCC(=O)O)s2)cc1	-45%	-6	u	4	-2%	u	0%	-4%	1.5µM*	4	2%
Cc1cnc(C(=O)NCC(c2ccccc2)c2ccccc2)cn1	27%	17	4%	5	-1%	-4%	-2%	-1%	-1%	-23	1%
COC(=O)N1C(=O)[C@](Cc2ccccc2)(c2ccccc2)N1C(=O)OC	12%	-5	u	-2	-4%	-3%	u	3%	-1%	7	0%
O=C(OCc1nc2ccccc2s1)c1cccc(N2C(=O)CCC2=O)c1	29%	-4	5%	-2	2%	-2%	7%	23%	u	8	-12%
Cc1c(CCO)c(=O)n(-c2ccccc2)n1S(=O)(=O)c1ccc([N+](=O)[O-])cc1	0%	-30	-1%	3	-2%	-15%	0%	4%	2%	-1	7%
O=C(CNC(=O)c1cccs1)OCC(=O)c1ccccc1	-1%	-13	13%	1	11%	1%	2%	-4%	-11%	7	-3%
Cc1c(Br)cc(-c2nnco2)cc1Br	-31%	4	x	-3	-13%	-11%	4%	3%	6%	-1	-5%
CCCN(C(=O)c1ccc(OCC(C)C)cc1)c1c(N)n(Cc2ccccc2)c(=O)[nH]c1=O	x	-14	7%	x	-5%	x	1%	-3%	-3%	8	1%
CSC1=N/C(=C/c2ccc(-n3cncn3)cc2)C(=O)N1	u	-23	3%	-4	1%	3%	8%	-3%	u	-11	-7%
Cc1nc(-c2ccc(NS(=O)(=O)c3ccccc3)cc2)cs1	-2%	-1	17%	1	1%	8%	0%	-3%	-16%	0	3%
COc1cc(SC)ccc1C(=O)NNC(=O)C1COc2ccccc2O1 (stereo not given)	x	6	-2%	x	x	x	1%	x	x	-15	5%
Cc1c(-c2ccccc2)c(=O)oc2cc(O)ccc12	-10%	-4	-1%	1	-1%	-1%	2%	-3%	u	2	-1%
Cc1ccc(N(C(=O)c2sc(C)nc2C)C(C(=O)NCc2ccco2)c2ccccc2)cc1 (stereo not given)	u	1	6%	-2	-1%	-4%	-3%	2%	1%	-14	-2%
Cc1ccsc1/C=C(\C#N)C(=O)NCCCN1CCOCC1	3%	6	-3%	0	4%	-13%	12%	1%	-6%	4	0%
CC(Oc1ccccc1F)C(=O)NNC(=O)c1cc2ccccc2o1 (stereo not given)	-36%	12	2%	2	-3%	-13%	3%	-3%	u	2	1%
Cc1c(C(=O)NN2CCOCC2)oc2ccccc12	1%	5	2%	4	-13%	-2%	9%	-6%	0%	8	7%
CN(CC(=O)Nc1ccc(F)cc1)C(=O)c1ccc(N2C(=O)CCC2=O)cc1	x	9	17%	x	1%	x	-3%	-5%	x	-11	-1%
COc1ccc(NS(=O)(=O)c2cc(NC(=O)c3cnc(C)cn3)ccc2N2CCCC2)cc1	u	-7	-7%	-10	-5%	1%	3%	2%	-2%	11	-6%
COc1ccc(CC2=CC(=O)c3ccccc3C2=O)cc1	7.1µM*	34[activator]	u	-20	-5%	10µM*	12%	17%	2.4µM*	-17	u
COc1ccc(NC(=O)C(=O)N2N=C3CCCCC3C2(O)C(F)(F)F)cc1 (stereo not given)	-12%	2	10%	5	0%	-1%	-9%	9%	0%	9	11%
COc1ccc(C(=O)NC(=S)NNC(=O)CCc2ccccc2)cc1	4.5µM*	-5	-8%	4	-5%	16µM*	2%	0%	-2%	11	-4%
CCCCn1c(SCC(=O)NC2CCCC2)nnc1-c1ccco1	2%	-1	3%	-2	-1%	-8%	7%	1%	1%	4	0%
Cc1ccc(OCc2nnc(SCC(=O)NCc3ccccc3)n2C)cc1	2%	26	1%	2	-3%	-5%	0%	-2%	2%	4	-1%
Cc1ccccc1C(OCCN(C)C)c1ccccc1 (stereo not given)	19%&27%&-32%	-1&6	-6%&-11%	1&9&4	2%[46.1 µM]	1%&5%&3%	2%&-3%	0%[46.1 µM]	-2%&-3%	x	-2%&1%
O=C(O)Cc1nn(Cc2ccc(Cl)cc2)c(=O)c2ccccc12	-18%	17	-4%	1	-5%	-7%	1%	9%	-4%	1	-2%
CC(C)C[C@@]12C(=O)N(c3cccc(F)c3)C(=O)N1[C@H](c1ccc(Cl)cc1)[C@@H]1C(=O)N(C3CCCCC3)C(=O)[C@@H]12	x	8	19%	x	-6%	x	0%	-8%	3%	x	-4%
COC(=O)c1cnc(NNS(=O)(=O)c2ccc(C(F)(F)F)cc2)nc1C(F)(F)F	-38%	12	-9%	3	0%	-20%	-1%	-4%	0%	-9	0%
COc1ccc(N=C2NC(=O)/C(=C/c3ccc(O)c(OC)c3)S2)cc1	-30%[10 µM]	-9	-5%	5	-5%	-11%	12%	-2%	u	12	0%
CCOC(=O)Cn1nc(-c2ccccc2)c(-c2ccccc2)nc1=O	26%	5	6%	1	0%	3%	3%	1%	-4%	11	-5%
O=C(CC12CC3CC(CC(C3)C1)C2)N/N=C/c1ccncc1	-34%	16	-4%	3	0%	-13%	2%	-3%	-1%	13	4%
O=C(Nc1cccnc1Cl)c1ccc2c(Cl)c3c(nc2c1)CCC3	u	-11	-11%	0	1µM*	u	2.3µM*	0.71µM*	0.85µM*	1	1%
CCn1c(=O)c2sccc2n(Cc2cc(C(=O)OC)ccc2OC)c1=O	17%	10	-11%	2	1%	-8%	8%	0%	-1%	-10	-2%
COc1ccc(/C=N/NC(=O)CNc2n[nH]c(=O)[nH]c2=O)cc1OC	u	-10	-2%	-1	0%	2%	3%	2%	-1%	-7	-1%
Nc1ccccc1SCc1c(Cl)cccc1Cl	-7%	-4	-3%	-2	-1%	-10%	0%	-2%	2%	-22	5%
Nc1c(N(CCC2=CCCCC2)C(=O)Cc2ccccc2F)c(=O)[nH]c(=O)n1Cc1ccccc1	x	-27	-4%	x	-2%	x	0%	1%	x	4	0%
CC(NC(=O)Cc1ccc(F)cc1)c1ccc(F)cc1 (stereo not given)	u	-9	-10%	-1	0%	-3%	3%	0%	-1%	17	-8%
Cn1nc(Oc2nc(N3CCOCC3)nc(N3CCOCC3)n2)ccc1=O	-19%	-12	x	1	-1%	-3%	2%	2%	6%	-3	1%
CN(C)C(=O)N1CCC(C(=O)NCC2CCCO2)CC1 (stereo not given)	-21%	1	10%	2	-3%	0%	0%	1%	-2%	-2	0%
Oc1oc(-c2ccccc2)nc1/C=N/c1nccs1	16µM*	-12	1%	1	2%	u	2%	12%	12µM*	-16	-2%
COc1cc2nc(SCC(=O)c3ccc(Br)cc3)n3nc(C)nc3c2cc1OC	13µM*	-5	3%	0	-4%	u	-1%	-6%	-2%	6	-2%
